TNF necrop inh: TNF-alpha cell death inhibition in Jurkat FADD-/- cells. Jurkat FADD-/- TNF necroptosis rescue, ATP luminescence, 24 h; 0 = TNF only, 100 = no-TNF cells. 0.068% of 220,000 active. activation (protection from cell death), % at 10 µM;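 active = activation, meaning protection from cell death, of at least 50% relative to plate controls; inactive = activation below 50%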;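 note: necroptosis triggered by 40 ng/mL TNF-alpha added together with compound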
CHOP inhibitor: blocks CHOP induction under ER stress; CHO-K1 CHOP-promoter luciferase, tunicamycin-induced, 15-18 h; inhibition, % at 10 µM; 3.8% of 220,000 active; AID 2732;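 active = compounds that reduced the stress-induced luciferase reporter signal by more than about 70% of percent inhibition, limit read from the data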;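 note: 0% = tunicamycin plus vehicle and 100% = wells without tunicamycin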
PPC-1+TRAIL kill: compounds killing PPC-1 cancer cells with TRAIL present (potentiator screen, no TRAIL-free arm). 0.41% of 220,000 active. AID 1443. PPC-1 cells + TRAIL, ATPLite viability luminescence. cell killing (% activity), % at 4 µM;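 active = cell killing above 50% in the first pass at 4 µM, then a duplicate retest at 5 µM averaging 50% or more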;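 note: plate controls were cells with TRAIL plus DMSO for no effect and medium-only wells lacking cells for full effect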
Wee1 stabilizer: inhibitors of human Wee1 degradation; P30291; HeLa Luc-Wee1K328M stability, luciferase luminescence; 100% = proteasome inhibitor MG132 effect; reporter increase, % at 5 µM; 1.2% of 220,000 active;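 active = activation above the mean of all tested compounds plus 3 SD, set per screening run, cut at about 8.8% in these data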;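 note: cells exposed to compound for 20 h before luminescence read; 0% = DMSO alone and 100% = MG132 at 30 µM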
EP2 antag: inhibitors of human EP2 prostaglandin E2 receptor; C6 glioma cells expressing human EP2, cAMP TR-FRET; cells stimulated with saturating PGE2; inhibition, % at 25 µM; 0.52% of 260,000 active; AID 1422;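 active = percent inhibition above 40 after rounding to a whole number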;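 note: rat C6 glioma host cells with rolipram phosphodiesterase inhibitor present; the protocol text gives 20 µM as final concentration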
Target sequence (P43116 whole entry, looked up): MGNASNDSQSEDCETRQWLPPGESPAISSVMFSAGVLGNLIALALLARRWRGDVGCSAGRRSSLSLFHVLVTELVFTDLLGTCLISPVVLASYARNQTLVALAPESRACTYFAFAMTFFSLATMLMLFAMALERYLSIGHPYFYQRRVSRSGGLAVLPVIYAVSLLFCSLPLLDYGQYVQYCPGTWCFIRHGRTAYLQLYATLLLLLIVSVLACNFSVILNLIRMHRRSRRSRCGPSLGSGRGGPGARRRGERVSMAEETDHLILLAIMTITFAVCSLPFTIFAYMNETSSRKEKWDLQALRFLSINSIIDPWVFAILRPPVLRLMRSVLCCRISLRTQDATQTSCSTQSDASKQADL
zVAD death inh: blocks zVAD induced death of L929 cells; L929 zVAD necroptosis rescue, ATP luminescence, 24 h; with zVAD 60 µM; viability rescue, % at 10 µM; 0.38% of 220,000 active;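 active = activation, scaled between plate controls, above about 75%, limit read from the data; inactive = activation under that limit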;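 note: 0% = zVAD with DMSO and 100% = DMSO alone without zVAD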
FXIIa inh 1536: blocks human coagulation factor XIIa protease activity; P00748; AID 800; inhibition, % at 5 µM; 0.3% of 220,000 active; purified FXIIa, Boc-QGR-AMC fluorogenic substrate, 2 h; in the data active = inhibition above about 40%;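 note: 0% = enzyme with no compound and 100% = blank without enzyme; many of its hits are not listed in these tables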
Tb hexokinase: blocks Trypanosoma brucei hexokinase 1 activity; recombinant TbHK1, G6PDH-coupled NADH A340; inhibition, % at 10 µM; 0.11% of 220,000 active; AID 1430;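 active = inhibition of 50% or more in the single-dose primary screen; inactive = inhibition below 50%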
FXIa inh 1536: factor XIa (human) inhibition; P03951; purified FXIa, Boc-Glu-Ala-Arg-AMC fluorogenic substrate; inhibition, % at 5 µM; 0.14% of 220,000 active; AID 798;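 active = inhibition of at least 40%; inactive = inhibition below 40%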;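 note: fluorescence of freed AMC excited at 355 nm; 0% = enzyme without compound and 100% = no enzyme blank; many of its hits are not listed in these tables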
Target sequence (P03951 19-387 limits assumed): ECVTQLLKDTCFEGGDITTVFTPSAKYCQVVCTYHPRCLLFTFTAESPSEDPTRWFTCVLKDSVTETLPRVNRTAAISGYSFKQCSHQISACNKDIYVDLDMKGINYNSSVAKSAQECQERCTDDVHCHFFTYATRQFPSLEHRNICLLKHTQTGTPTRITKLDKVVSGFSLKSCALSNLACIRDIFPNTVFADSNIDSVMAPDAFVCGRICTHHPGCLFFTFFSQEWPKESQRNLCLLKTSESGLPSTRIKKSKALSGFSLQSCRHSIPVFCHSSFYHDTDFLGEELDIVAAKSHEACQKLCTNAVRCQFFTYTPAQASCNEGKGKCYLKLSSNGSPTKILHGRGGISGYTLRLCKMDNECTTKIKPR
Target sequence (P03951 388-625 limits assumed): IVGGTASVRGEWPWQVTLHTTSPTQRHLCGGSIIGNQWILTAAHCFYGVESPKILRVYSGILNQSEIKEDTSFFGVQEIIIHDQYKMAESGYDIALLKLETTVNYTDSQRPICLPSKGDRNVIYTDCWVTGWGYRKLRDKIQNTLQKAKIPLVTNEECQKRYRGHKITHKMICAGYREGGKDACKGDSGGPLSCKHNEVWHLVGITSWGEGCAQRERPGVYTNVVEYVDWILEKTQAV
* = called active by the depositor; . = no result given; & = joins results of further samples. An excerpt; count on the stated rates, not on these rows.

Screens in order: TNF necrop inh	CHOP inhibitor	PPC-1+TRAIL kill	Wee1 stabilizer	EP2 antag	zVAD death inh	FXIIa inh 1536	Tb hexokinase	FXIa inh 1536
[1] Fc1ccc(C2=CC(c3ccco3)n3ncnc3N2)cc1 (stereo not given)
    -1.1	-17	27	-3	23	0.3	9	-14	9
[2] CCN(CC)S(=O)(=O)c1ccc(-c2nnco2)cc1
    1.0	10	-6	-3	19&10	0.8	19	1	-4
[3] Cc1ccc(S(=O)(=O)NCc2ccc(C(=O)NCCN(Cc3ccccc3)C(C)C)cc2)cc1
    0.8	46	30	0	9	-1.0	6	-1	3
[4] Cc1cc(C(=O)NCCc2ccccc2)ccc1[N+](=O)[O-]
    -1.5	25	10	1	4	0.5	18	-4	18
[5] CCn1cc(C(=O)O)c(=O)c2cc(F)c(N3CCN(C(=S)NC(=O)c4ccc(F)c(F)c4)CC3)cc21
    0.2	-26	7	0	4	5.0	4	-25	-8
[6] COc1ccc(C(=O)N[C@H](C(=O)NCc2ccco2)C(C)C)cc1
    -1.4	8	4	5	6	-0.3	13	8	5
[7] Cc1cc(C)cc(N2C(=O)N(c3ccccc3C)C3CS(=O)(=O)CC32)c1 (stereo not given)
    -0.4	53	15	0	-2	1.1	10	-3	-2
[8] CC(=O)c1c(O)cc2n(c1=O)-c1ccc(Cl)cc1C2(C)C
    1.0	50	-14	1	8	1.1	6	0	-2
[9] COC(=O)[C@@H]1C[C@@]2(O)[C@H](O)[C@H](O)[C@H](O)C[C@H]2N1Cc1ccccc1OS(=O)(=O)c1ccc(C)cc1
    -0.2	14	0	.	22	-1.2	7	1	0
[10] COc1ccccc1P(=O)(c1ccccc1)c1ccccc1NC(C)=O (stereo not given)
    -0.1	10	17	0	9	1.4	1	-1	5
[11] COc1ccccc1N1CCN(Cc2ccc(Br)o2)CC1
    1.6	0	5	-3	7	-0.6	-10	-8	1
[12] O=C(Nc1cnn(Cc2ccccc2)c1)c1cc2nc(-c3ccco3)cc(C(F)(F)F)n2n1
    3.7	12	1	0	10	4.9	4	-2	-5
[13] COCCN1CN=C(Nc2nc3ccccc3o2)NC1
    0.8	-15	-4	0	16&7	1.1	9	3	-6
[14] COc1cc(C2=NC(CO)(CO)CO2)cc(OC)c1OC
    0.0	-7	6	5	2	1.4	6	-4	-3
[15] COc1ccc([N+](=O)[O-])cc1NC(=O)C(C)Sc1nc(C)c(C)c(C)n1 (stereo not given)
    1.0	-2	2	-3	7	0.5	12	-3	5
[16] CCOC(=O)CSc1nc2sc3c(c2c(=O)n1C1CCCCC1)CCN(C)C3
    -3.8	6	11	1	12	-0.1	1	-22	-4
[17] CCOc1cc2c3c(c1)C1(OCCO1)C(=O)N3C(C)(C)CC2C (stereo not given)
    -2.9	45	-6	0	9	-0.1	3	-1	2
[18] Cc1cc(C)cc(C(=O)O/N=C(\N)c2ccc(Br)cc2)c1
    -0.1	72*	0	5	9	0.6	6	-5	0
[19] O=C1OC(Cc2ccccn2)C(=O)C1=C1SCCS1 (stereo not given)
    0.9	0	20	1	22	0.5	7	-32	1
[20] Cc1cccc(NC(=O)NC2CC(=O)N(c3ccc4c(c3)OCCO4)C2)n1 (stereo not given)
    0.3	8	-15	0	3	2.7	3	-15	4

Screens in order: TNF necrop inh	CHOP inhibitor	PPC-1+TRAIL kill	Wee1 stabilizer	EP2 antag	zVAD death inh	FXIIa inh 1536	Tb hexokinase	FXIa inh 1536
[21] CCn1c(O)c(/C=N/NC(=O)c2ccncc2)c(=O)n(CC)c1=S
    2.3	-2	20	0	6	1.4	11	-31	2
[22] CS(=O)(=O)c1ccc(C(=O)Nc2ccc(N3CCCCC3)cc2)c(Cl)c1
    1.5	6	11	-2	1	4.3	10	-5	6
[23] COc1cccc(NC(=O)COC(=O)CC(NC(N)=O)c2ccc(Cl)cc2)c1 (stereo not given)
    0.3	8	-13	-1	9	-0.1	21	6	2
[24] Cc1cc(N)n2nc(C)c(-c3ccc(Cl)cc3)c2n1
    3.7	46	17	0	15	60	5	-5	-1
[25] O=c1oc2cc([N+](=O)[O-])ccc2nc1/C=C(O)/C=C/c1ccccc1
    5.6	0	18	0	4	0.6	3	-31	0
[26] Cc1ccc(/C=N/NC(=O)CCSc2ccccc2)cc1
    2.9	3	-14	4	10	1.4	7	12	6
[27] NC(=O)C1CCN(C(=O)COc2cccc3ccccc23)CC1
    -1.8	-15	19	-1	11	0.4	7	-7	-2
[28] NC(=O)c1nn(-c2cccc(Cl)c2)c(=O)cc1O
    -1.7	-22	-12	0	1	-0.1	10	-2	-2
[29] CCN(Cc1cc(OC)c(OC)c(OC)c1)C(=S)Nc1cccc(SC)c1
    -0.7	18	16	-1	12	0.7	5	-6	0
[30] N/C(=N\N=C\c1cccs1)SC1CC(=O)N(c2ccc(Br)cc2)C1=O (stereo not given)
    2.7	5	17	-3	9	5.4	4	-19	-2
[31] COc1cc(/C=C/CN2CCC(CO)(CC3CCCCO3)CC2)ccc1O (stereo not given)
    2.9	-13	18	-5	7	-0.1	2	3	-4
[32] Cc1cccc2c(SCC(=O)NCC3CCCO3)nc(-c3ccc(F)cc3)nc12 (stereo not given)
    -3.0	34	22	0	9&10	0.3	-15	-8	-11
[33] O=C(c1ccccc1Cl)N1CCNCC1
    -0.9	35	4	-3	.	-0.2	-4	-4	0
[34] CN(C)c1ccc2c(=O)[nH][nH]c(=O)c2c1
    -0.4	12	-2	-2	6	5.0	7	-13	-1
[35] O=C(/C=C\Nc1ccc(S(=O)(=O)Nc2ncccn2)cc1)c1ccccc1
    -0.1	3	5	1	5	0.6	17	-16	4
[36] Cc1nn(-c2ccccc2)c(Cl)c1/C=N/NS(=O)(=O)c1ccc(Br)cc1
    4.7	-3	6	-2	10	0.7	13	-5	6
[37] CC(C)CC(c1nnnn1CC1CCCO1)N1CCN(Cc2ccc3c(c2)OCO3)CC1 (stereo not given)
    -0.4	11	-1	-1	15	-0.1	8	2	-1
[38] O=C(CCS(=O)(=O)c1cccs1)N1CCN(c2ccc(F)cc2)CC1
    0.0	-20	-17	-1	11	1.8	11	-4	7
[39] CCn1c(=O)cc(OCC(=O)N2CCc3ccccc32)c2ccccc21
    -0.2	85*	16	-1	11	3.6	12	-4	2
[40] Cc1ccc(C(=O)CSc2nnc(N)s2)c(C)c1
    -1.7	0	17	8	7	0.8	7	0	-1

Screens in order: TNF necrop inh	CHOP inhibitor	PPC-1+TRAIL kill	Wee1 stabilizer	EP2 antag	zVAD death inh	FXIIa inh 1536	Tb hexokinase	FXIa inh 1536
[41] CC1(c2ccc3noc(-c4ccc(F)cc4)c3c2)OCCO1
    -0.5	34	-2	-1	11	0.6	18	-11	8
[42] CCC(Sc1ncccn1)C(=O)Nc1cc(C)on1 (stereo not given)
    1.7	3	21	2	15	0.2	4	1	-3
[43] Cc1ccc(-n2ncc3c(SCC(=O)Nc4cc(C)on4)ncnc32)c(C)c1
    -0.5	42	7	-3	6	2.0	6	-9	-4
[44] Cc1ccc(S(=O)(=O)N(C)C)cc1NC(=O)/C=C/c1cccs1
    1.3	-9	3	-1	8	0.8	17	5	5
[45] CCOc1ccc(N2CC(C(=O)NC(C)C)CC2=O)cc1 (stereo not given)
    -3.3	14	19	-1	14&10	-0.3	13	1	2
[46] Cc1[nH]n(C(N)=S)c(=O)c1N=Nc1ccc2ccccc2c1
    -0.8	13	33	8	10	4.4	8	-7	-2
[47] O=C1Nc2ccc(Cl)cc2[C@@](C#CC2CC2)(C(F)(F)F)O1
    .	102*	26	-1	11	.	.	.	.
[48] CC1Cc2ccccc2N1C(=O)CSC1=NCCS1 (stereo not given)
    22	63	14	0	8	0.3	13	3	1
[49] c1ccc(CN2CCC(Nc3nc(-c4ccccc4)nc4ccccc34)CC2)cc1
    3.2	102*	20	-1	13	1.8	-3	-3	-9
[50] COC(=O)C1=C(C)NC2=C(C(=O)CCC2)C1c1cn(Cc2ccc(Br)cc2)nc1-c1ccccc1 (stereo not given)
    -8.3	23	0	-1	8	-0.4	7	-10	1
[51] COc1cc(OC)c(S(=O)(=O)NC(C)C)cc1C(=O)O
    1.7	0	-5	1	9	-0.2	2	-2	-4
[52] O=C(NCCc1ccccc1)c1cc2ncc(Br)cn2n1
    -0.9	25	30	-2	10	-0.2	18	3	5
[53] COCCN(C(=S)Nc1ccccc1OC)C1CCN(C(C)=O)CC1
    2.6	8	27	-2	12	0.1	9	34	0
[54] CCN1CCN(CCCN(Cc2ccco2)C(=S)Nc2ccc(Cl)c(C)c2)CC1
    1.4	17	13	3	7	-1.3	9	13	-4
[55] N#C/C(=C\c1ccc(-c2ccc([N+](=O)[O-])cc2)o1)C(=O)Nc1nc(-c2cccs2)cs1
    -3.3	47	4	3	7	3.6	17	2	4
[56] CCCOc1ccc(C(=O)Nc2cc(-c3nn4c(C)nnc4s3)ccc2C)cc1
    -0.7	28	6	0	5	0.3	27	-19	18
[57] C=CCNC(=S)NNC(=O)Cn1c(-c2ccccc2)cc(=O)n2ncnc12
    0.3	6	-3	-2	9	0.2	5	-8	-1
[58] COCCNC(=O)CCc1nc(-c2ccccc2)no1
    -1.9	31	20	0	20	-0.1	1	-11	-14
[59] CC(C)[C@H](N)c1nnc(SCc2ccc(Cl)cc2)o1
    6.4	8	-10	4	5	0.0	-1	-4	1
[60] CCc1cc2cc3c(cc2nc1SCC(=O)Nc1cc(OC)c(OC)cc1C(=O)O)OCO3
    0.1	1	8	-3	4&9	0.6	11	-10	6
[61] Cc1ccccc1C(=O)OC1OC(=O)C(Cl)=C1N1CCOCC1 (stereo not given)
    2.4	19	-7	1	14	0.0	2	33	-4
[62] CCC(=O)NC(=S)Nc1ccc(Cl)cn1
    -1.6	-13	3	-3	7	-0.2	10	5	11
[63] CCOP(=O)(OCC)C(NC(=O)C(F)(F)F)c1ccccc1 (stereo not given)
    0.6	10	-15	-3	5	0.2	2	3	4

Three compounds from above, sorted by SMILES length, rising.
Screens in order: TNF necrop inh	CHOP inhibitor	PPC-1+TRAIL kill	Wee1 stabilizer	EP2 antag	zVAD death inh	FXIIa inh 1536	Tb hexokinase	FXIa inh 1536
[62] CCC(=O)NC(=S)Nc1ccc(Cl)cn1
    -1.6	-13	3	-3	7	-0.2	10	5	11
[54] CCN1CCN(CCCN(Cc2ccco2)C(=S)Nc2ccc(Cl)c(C)c2)CC1
    1.4	17	13	3	7	-1.3	9	13	-4
[15] COc1ccc([N+](=O)[O-])cc1NC(=O)C(C)Sc1nc(C)c(C)c(C)n1 (stereo not given)
    1.0	-2	2	-3	7	0.5	12	-3	5

Screens from PubChem.
